LMPTP block: blocks human LMPTP phosphatase; P24666; recombinant LMPTP-A, OMFP fluorogenic substrate, fluorescence intensity; inhibition, % at 20 µM; hit rate 0.22% among 360,000; AID 651560;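 active means compounds that cut the enzyme signal by at least half of the control window in the single-dose screen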;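 further: plate controls were DMSO wells with enzyme plus substrate for no effect and substrate without enzyme for full effect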
Target sequence (P24666 whole entry, looked up): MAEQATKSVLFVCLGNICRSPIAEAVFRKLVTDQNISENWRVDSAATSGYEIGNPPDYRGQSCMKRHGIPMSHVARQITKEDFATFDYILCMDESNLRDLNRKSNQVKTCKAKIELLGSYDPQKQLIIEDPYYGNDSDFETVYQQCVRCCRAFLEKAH
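Test system – LMPTP-A enzyme · Amount – LMPTP-A at 0.625 nM final in the reaction · Buffer or medium – Bis-Tris pH 6.0, DTT, detergent · Reagent – OMFP 400 µM · Doses – single 20 µM dose · Schedule – reaction 50 min, room temperature, dark · Detection – fluorescence intensity of OMFP turnover product · Evaluation – percent inhibition versus substrate-only and uninhibited controls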
bovine MsrA act: bovine methionine sulfoxide reductase A activation; activation, % at 10.6 µM; purified bovine MsrA, absorbance read-out; AID 602163; hit rate 0.3% among 360,000; in the data active means activation above about 7.5%;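 further: 0% = vehicle and 100% = reference activator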
DNMT1 inh: inhibitors of human DNMT1; DNMT1 molecular beacon, Hinp1I cleavage, fluorescence; hit rate 0.83% among 360,000; inhibition (reported as % activation of signal), % at 10 µM; P26358; AID 588458; in the data active means inhibition above about 50%
CendR NRP1 mod: NRP-1/CendR interaction modulation. hit rate 0.85% among 360,000. inhibition, % at 25 µM. FAM-RPARPAR peptide binding to NRP-1, fluorescence polarization;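 active means inhibition or corrected inhibition above about 18%, plus a signal ratio from 0.5 to 1.5, limit read from the data, passing the limit was not always enough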; further: strong numbers were not always called active
TbMetRS inhib: Trypanosoma brucei MetRS inhibition; purified T. brucei MetRS, ATP depletion, Kinase-Glo luminescence; inhibition, % at 11.9 µM; hit rate 0.4% among 360,000;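 active means inhibition above a per-plate cutoff of the control wells' mean inhibition plus 3 SD, cut at about 5.5% in these data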;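 further: 0% = DMSO wells median and 100% = median of wells with control inhibitor compound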
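Measured by: Kinase-Glo luciferase luminescence reporting remaining unconsumed ATP. Material: purified T. brucei MetRS enzyme. Doses: 11.9 µM compound single dose, 0.9% DMSO. Medium: HEPES buffer containing pyrophosphatase, BSA, spermine, DTT. Times: 15 min preincubation, 2 h reaction, all 25 °C. Reagent: methionine, ATP and bulk E. coli tRNA.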
STEP block: STEP (human) phosphatase inhibition | inhibition, % at 20 µM | hit rate 0.25% among 360,000 | recombinant STEP, OMFP fluorogenic substrate, fluorescence | P54829;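 active means inhibition at 20 µM, scaled per plate between control wells, above about 37%, limit read from the data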;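 further: 0% = DMSO with enzyme and substrate and 100% = substrate only without enzyme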
Target sequence (P54829 whole entry, looked up): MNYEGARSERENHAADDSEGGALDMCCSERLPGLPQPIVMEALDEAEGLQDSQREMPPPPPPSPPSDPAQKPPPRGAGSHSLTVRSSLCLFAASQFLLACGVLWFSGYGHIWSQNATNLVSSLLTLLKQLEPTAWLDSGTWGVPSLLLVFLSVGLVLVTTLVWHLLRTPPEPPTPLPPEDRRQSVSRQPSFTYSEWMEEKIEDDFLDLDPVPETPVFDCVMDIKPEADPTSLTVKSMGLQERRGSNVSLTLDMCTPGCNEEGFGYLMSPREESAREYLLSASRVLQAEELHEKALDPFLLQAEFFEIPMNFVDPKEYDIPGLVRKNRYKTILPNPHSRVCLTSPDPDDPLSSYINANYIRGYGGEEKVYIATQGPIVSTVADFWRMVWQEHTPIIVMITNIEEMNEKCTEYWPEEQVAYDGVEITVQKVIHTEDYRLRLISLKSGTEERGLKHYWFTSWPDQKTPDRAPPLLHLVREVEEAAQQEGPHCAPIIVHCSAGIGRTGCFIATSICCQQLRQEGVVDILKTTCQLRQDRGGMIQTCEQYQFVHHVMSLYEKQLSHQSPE
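System: STEP (striatal-enriched tyrosine phosphatase) enzyme, cell-free; medium: Bis-Tris pH 6.0 buffer with DTT, detergent; dosing: 20 µM, 1% DMSO; times: reaction 20 min, ambient temperature; detection: fluorescence, 480/540 nm; read-out basis: normalized % inhibition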
SUMO1-SIM PPI: alters human SUMO1 binding to SIM partners; SUMO1 binding to a labelled peptide, TR-FRET, 1 h; inhibition, % at 20 µM; hit rate 0.33% among 360,000; in the data active means inhibition above about 37%
MsrA inhibitor: bovine MsrA inhibition; purified bovine MsrA, absorbance read-out; inhibition, % at 15.5 µM; hit rate 0.75% among 360,000; AID 651718; in the data active means inhibition above about 4.5%;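 further: 0% = vehicle wells with enzyme and 100% = reference inhibitor wells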
E coli Lon inh: E. coli protease La inhibition. hit rate 0.42% among 360,000. inhibition, % at 7.94 µM. purified E. coli Lon protease, fluorescence polarization. P0A9M0; in the data active means inhibition above about 13%, passing the limit was not always enough;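 further: 0% = enzyme with probe and DMSO and 100% = no enzyme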
Scp-1 inhibitor: blocks human Scp-1 phosphatase activity; AID 493091; hit rate 0.88% among 340,000; Q9GZU7; Recombinant Scp1, phosphopeptide, malachite green phosphate absorbance; inhibition, % at 20 µM;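 active means inhibition above about 50% at 20 µM, limit read from the data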;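 further: plate controls were DMSO wells with enzyme for no effect and wells lacking enzyme for full effect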
Target sequence (Q9GZU7 76-261 limits assumed): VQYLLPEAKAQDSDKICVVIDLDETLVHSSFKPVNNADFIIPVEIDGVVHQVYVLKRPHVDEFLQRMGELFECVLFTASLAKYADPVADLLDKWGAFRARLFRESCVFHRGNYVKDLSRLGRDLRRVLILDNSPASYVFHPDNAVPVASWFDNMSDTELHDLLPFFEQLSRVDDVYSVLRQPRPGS
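Material – SCP-1 phosphatase catalytic domain, residues 76-261 · Buffer or medium – Acidic Tris acetate buffer with magnesium and detergent · Also added – Phospho 17-mer peptide substrate · Compound – single 20 µM dose, 1% DMSO · Times – 45 min room-temperature reaction, 5 min colour, 30 min stabiliser · Technique – Phosphate-binding colour reagent, absorbance read at 630 nm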
* = called active by the depositor; . = not tested or not shown.

Structure	LMPTP block	bovine MsrA act	DNMT1 inh	CendR NRP1 mod	TbMetRS inhib	STEP block	SUMO1-SIM PPI	MsrA inhibitor	E coli Lon inh	Scp-1 inhibitor
CCNC(=S)N(CCCN(CC)CC)Cc1cc2cc3c(cc2[nH]c1=O)OCO3	4.5	-6.8	-0.8	3.3	-0.1	13.5	4.8	2.4	-3.2	1.2
CCc1nnc(NC(=O)c2ccc(N3C(=O)CCC3=O)cc2)s1	-3.4	-4.3	-2.1	-11.0	-0.8	-1.1	1.8	-0.8	2.0	-5.8
O=C(/C=C/c1ccc2c(c1)OCO2)Nc1nncs1	0.5	-1.4	4.7	3.1	-0.5	-0.9	-12.8	1.1	-4.5	-10.9
COc1ccc(NC(=O)CNC(=O)c2nn(-c3ccc(OC)cc3OC)c(=O)c3ccccc23)c(OC)c1	-0.4	0.7	-3.0	14.8	-0.1	-0.3	-2.3	1.5	1.7	-3.6
COc1ccc(OC)c2c1C(=O)CC2C (centres undefined)	-0.3	-2.0	1.6	-3.9	-0.2	-3.4	-4.2	1.0	-1.9	.
COc1ccc(/C=N/NC2=NS(=O)(=O)c3ccccc32)cc1OC	-21.7	-5.2	-1.6	7.0	1.9	1.9	-5.3	4.8*	-2.4	-7.5
CCO[C@@H]1OC(C(N)=O)=C[C@H](c2ccc(C(F)(F)F)cc2)[C@H]1CCCO	-1.8	-0.1	70.8*	14.6	-0.3	-4.1	-0.6	0.5	-5.7	-2.7
O=c1c2ccccc2c(=O)n(-c2ccccc2)n1CCCCBr	-0.6	-3.9	-0.3	1.4	-0.5	-0.3	4.3	-0.2	-1.7	-21.4
Cc1ccc(C(=O)NCC(=O)OC(C)C(=O)NC2CCCCC2C)cc1C (centres undefined)	-1.5	6.7	6.0	3.2	-0.2	-0.6	-1.0	-1.7	-3.4	-11.1
COc1ccc(OCC(=O)N(Cc2sccc2C)C2CCS(=O)(=O)C2)cc1 (centres undefined)	-1.6	-4.3	1.7	8.3	-0.1	-2.5	5.2	0.4	6.5	-4.0
CCSc1nc2c(c(=O)[nH]1)C(c1ccncc1)C(C(=O)OC)=C(C)N2 (centres undefined)	0.3	-1.0	0.0	-4.1	0.2	1.8	-0.1	1.1	-7.5	-2.3
CC(=O)NC(c1ccccc1)c1nc(-c2ccccc2)cs1 (centres undefined)	-1.1	-1.5	-2.5	-1.3	0.2	-1.2	0.1	-0.5	-6.9	.
COC(=O)Cn1c(SCc2ccccc2)nc2ccccc21	0.4	-11.0	2.4	9.1	-1.7	0.9	-2.1	-0.9	2.3	-4.1
NS(=O)(=O)c1cc2c(cc1C(F)(F)F)NCNS2(=O)=O	-1.4	-2.3	0.8	6.3	0.3	3.4	5.0	-1.1	-2.5	-9.0
CCCN(CCC)C(=O)Cc1ccc(F)cc1	-1.7	-8.2	5.7	-4.2	-1.1	-1.8	0.9	-1.3	-7.5	8.5
COc1cnc(SC)nc1Nc1ccc(C#N)cc1	-0.8	-8.2	-10.9	-3.7	-1.2	-1.5	3.4	4.2	-5.0	-4.4
Cc1cc2oc(C(=O)NCc3ccc(S(N)(=O)=O)cc3)c(C)c2cc1C	0.5	-4.0	4.9	2.4	-1.2	1.2	4.2	1.9	-2.1	-3.0
COc1ccc2nc(C)cc(N/N=C/c3ccc(F)cc3)c2c1	7.5	-7.2	54.9*	-4.7	-0.6	3.2	-3.8	42.0*	-9.1	-2.8
CCCC(=O)N(Cc1cc(=O)[nH]c2ccccc12)c1ccccc1	-1.1	-2.8	0.2	17.7	-0.4	-1.3	-1.7	0.7	-6.0	0.9
CC(=O)Nc1cccc(-c2cccc3nccn23)c1	7.9	-3.7	-2.4	5.7	0.2	0.7	-2.0	0.4	-6.1	.
Cc1c(CC=C(Cl)Cl)c(=O)[nH]c2c(C)cccc12	-0.6	-3.9	6.8	3.5	0.3	3.3	0.9	-0.6	-8.5	-3.1
COc1ccccc1NC(=O)Cn1cnc2c(nnn2-c2ccc(C)cc2)c1=O	-0.7	-6.7	5.7	4.2	-0.9	-3.6	3.2	0.6	-7.2	-8.7
Cc1ccccc1OCC(O)Cn1c(Br)nc2c1c(=O)[nH]c(=O)n2C (centres undefined)	0.2	-5.6	1.9	4.1	-0.5	-2.9	-0.5	-1.0	2.3	-6.1
CCCCCNC(=O)C(c1ccc(C(F)(F)F)cc1)n1c(=O)c(-c2ccco2)nc2ccccc21 (centres undefined)	1.3	.	.	-24.5	0.6	.	-1.2	-0.4	.	.

With a hit mark in MsrA inhibitor, of those listed so far:
molecule	LMPTP block	bovine MsrA act	DNMT1 inh	CendR NRP1 mod	TbMetRS inhib	SUMO1-SIM PPI	MsrA inhibitor	E coli Lon inh	Scp-1 inhibitor
COc1ccc(/C=N/NC2=NS(=O)(=O)c3ccccc32)cc1OC	-21.7	-5.2	-1.6	7.0	1.9	-5.3	4.8*	-2.4	-7.5
COc1ccc2nc(C)cc(N/N=C/c3ccc(F)cc3)c2c1	7.5	-7.2	54.9*	-4.7	-0.6	-3.8	42.0*	-9.1	-2.8

Next records.
Structure	LMPTP block	bovine MsrA act	DNMT1 inh	CendR NRP1 mod	TbMetRS inhib	STEP block	SUMO1-SIM PPI	MsrA inhibitor	E coli Lon inh	Scp-1 inhibitor
CCC1(C)NC(=O)N(/N=C/c2ccc(C)s2)C1=O (centres undefined)	-0.8	-3.0	-2.4	3.4	-0.1	0.6	-10.9	3.6	-10.5	-4.0
COc1ccc2oc(C(=O)OCC(=O)Nc3cc(S(=O)(=O)N4CCOCC4)ccc3C)c(C)c2c1	2.1	0.0	1.5	-11.9	-0.3	1.6	-1.1	-0.5	-5.2	6.0
O=C(c1ccccc1)N1CCN(C(=O)c2ccc3c(c2)OCO3)CC1	-0.8	-1.2	1.7	-5.8	-0.6	2.0	-1.6	-0.2	5.9	9.6
CCC1(c2ccccc2)NC(=O)N(CC(=O)N(C)CC(=O)Nc2c(C)cccc2C)C1=O (centres undefined)	-0.7	-1.1	0.1	9.8	-0.5	0.4	-7.6	0.3	11.7	2.4
CCCCN(Cc1ccccc1)S(=O)(=O)c1cc(Br)cc2c1N(C(C)=O)C(C)C2 (centres undefined)	5.6	0.6	-12.8	-3.4	-0.4	3.4	10.3	-0.9	-5.0	-6.8
O=C(CCNS(=O)(=O)c1ccc(Br)cc1)NCc1ccc(F)cc1	-0.3	-0.5	3.8	14.6	0.1	3.9	4.1	0.1	3.1	-5.2
CC(CC(=O)NC1CCCCC1)S(=O)(=O)c1ccc2c(c1)CCN2C(=O)C1CC1 (centres undefined)	-0.2	-1.4	1.0	7.8	0.6	-0.9	0.3	-1.3	-6.7	-2.5
COc1cc(C2c3c(oc4ccccc4c3=O)C(=O)N2Cc2ccco2)ccc1O (centres undefined)	-1.3	-6.3	1.3	-1.8	-0.6	-2.1	-8.0	0.0	4.5	7.1
O=C(CN1CCc2ccccc2C1)Nc1ccc(Br)cc1	-0.9	5.3	-3.5	-13.2	0.1	-1.8	2.1	1.8	-4.2	-6.8
COc1ccccc1C(=O)Nc1ccnn1C1CCN(CCC(C)c2ccc(C)o2)CC1 (centres undefined)	1.8	-3.3	-3.0	-1.8	-0.3	1.8	2.7	1.8	3.9	4.0
CCOc1ccc(/C=C/C(=O)NCc2ccccc2)cc1	-0.5	-1.8	-0.8	-4.2	-0.2	1.2	-6.7	0.1	12.3	-8.2
CCCC(=O)NC(NC(=S)Nc1ccc(N=Nc2ccccc2)cc1)C(Cl)(Cl)Cl (centres undefined)	1.6	-0.2	3.6	-6.0	-0.7	-1.8	-4.8	-0.1	5.6	-7.9
CCOc1ccc(NC(=O)c2ccccc2NC(=O)CNC2CCCC(C)C2C)cc1 (centres undefined)	0.3	-2.3	9.6	7.7	0.6	-0.2	3.9	0.7	-17.2	-2.2
O=C(Nc1cccc(C(F)(F)F)c1)C1CCN(S(=O)(=O)c2cnc[nH]2)CC1	-1.1	-2.9	-1.1	-5.6	0.1	-2.1	-1.2	0.2	0.2	-5.2
O=C(c1ccc2ncsc2c1)N1CCCC(C(F)(F)F)C1 (centres undefined)	-10.5	-3.4	-0.4	2.3	-0.5	0.7	-35.2	0.4	12.9	-6.9
CCOc1cccc(N(C(=O)C2COc3ccccc3O2)C(C(=O)NC2CCCCC2)c2ccc(O)cc2)c1 (centres undefined)	1.3	-2.0	10.6	6.0	-0.4	2.1	-2.1	0.9	5.5	0.0
O=C(CCCN=C1NS(=O)(=O)c2ccccc21)OCC(=O)c1ccc(Br)cc1	-0.1	-2.7	-4.7	9.8	-0.1	-2.5	3.3	-0.6	-12.9	-2.4
Cc1ccc(OCCC(=O)OCC(=O)N2CC(=O)Nc3ccccc32)cc1	0.7	-2.2	-1.9	-1.5	-0.4	-1.1	-3.8	-0.2	-9.7	-0.2
COc1ccc(C)cc1NC(=O)C(OC(=O)c1ccc([N+](=O)[O-])o1)c1ccccc1 (centres undefined)	3.1	-1.4	-10.3	-12.3	0.0	0.0	-3.9	1.0	5.6	-10.3

3 compounds already listed, sorted by the value under Scp-1 inhibitor, highest first:
molecule	LMPTP block	bovine MsrA act	DNMT1 inh	CendR NRP1 mod	TbMetRS inhib	SUMO1-SIM PPI	MsrA inhibitor	E coli Lon inh	Scp-1 inhibitor
CCSc1nc2c(c(=O)[nH]1)C(c1ccncc1)C(C(=O)OC)=C(C)N2 (centres undefined)	0.3	-1.0	0.0	-4.1	0.2	-0.1	1.1	-7.5	-2.3
O=C(CCNS(=O)(=O)c1ccc(Br)cc1)NCc1ccc(F)cc1	-0.3	-0.5	3.8	14.6	0.1	4.1	0.1	3.1	-5.2
Cc1ccccc1OCC(O)Cn1c(Br)nc2c1c(=O)[nH]c(=O)n2C (centres undefined)	0.2	-5.6	1.9	4.1	-0.5	-0.5	-1.0	2.3	-6.1

Source: PubChem BioAssay
